Screening results from PubChem BioAssay.
GAA850 FXN act: FXN promoter activators, primary screen, cell-based, luciferase luminescence, HEK293 lucGAA850. activation, % at 6 µM. HEK293 lucGAA850 FXN promoter luciferase reporter, 24 h; percent of 10 µM SAHA response. actives 0.56% (n = 360,000);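 active = activation above the average of all compounds screened plus 3 SD, cutoff fixed separately per campaign, cut at about 7.5% in these data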;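 also: 0% = DMSO wells and 100% = 10 µM SAHA wells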
hgDAF-12 ag: H. glycines DAF-12 receptor agonists, primary screen, cell-based, luminescence, HEK293, GAL4 fusion, UAS-luciferase | Nuclear hormone receptor DAF-12 (Heterodera glycines), GAL4 fusion | actives 1.8% (n = 370,000) | activation, % at 6.8 µM | HEK293 GAL4-hgDAF12 UAS-luciferase reporter, agonist luminescence; normalized to butyrate control;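 active = activation above a cutoff set at the mean of all screened compounds plus 3 SD, cut at about 10% in these data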;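 also: 0% = DMSO wells and 100% = sodium butyrate wells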
HGIII-sPLA2 inh: human group III sPLA2 inhibitors, primary screen, biochemical, QFRET, BODIPY PC-A2 liposome substrate; Group 3 secretory phospholipase A2 (Homo sapiens), Q9NZ20; QFRET BODIPY PC-A2 liposome hydrolysis, fluorescence; inhibition, % at 12.2 µM; actives 0.56% (n = 370,000);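 active = inhibition above mean plus 3 SD of compounds lying within the high and low control bounds, cut at about 19% in these data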;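 also: 0% = median of test compound wells and 100% = no enzyme DMSO wells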
Target sequence (Q9NZ20 whole entry, looked up): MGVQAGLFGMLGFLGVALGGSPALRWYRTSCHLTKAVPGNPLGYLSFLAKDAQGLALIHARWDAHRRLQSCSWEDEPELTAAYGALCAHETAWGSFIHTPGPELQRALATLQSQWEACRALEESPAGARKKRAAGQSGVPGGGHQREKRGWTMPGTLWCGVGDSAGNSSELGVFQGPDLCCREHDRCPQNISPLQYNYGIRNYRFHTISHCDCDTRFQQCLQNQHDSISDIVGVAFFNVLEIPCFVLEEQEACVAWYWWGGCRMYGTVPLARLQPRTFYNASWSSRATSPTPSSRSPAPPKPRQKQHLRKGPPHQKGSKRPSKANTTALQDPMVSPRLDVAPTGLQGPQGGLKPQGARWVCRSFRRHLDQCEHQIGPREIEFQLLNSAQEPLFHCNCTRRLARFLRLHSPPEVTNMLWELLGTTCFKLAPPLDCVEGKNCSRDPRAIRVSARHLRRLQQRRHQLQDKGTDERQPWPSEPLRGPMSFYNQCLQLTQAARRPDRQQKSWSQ
hcDAF-12 act: H. contortus DAF-12 nuclear receptor activators, primary screen, cell-based, luminescence, HEK293, lit1-tk-luc reporter; HEK293 hcDAF-12 lit1-tk-luc reporter; 0% DMSO, 100% Δ7-dafachronic acid; activation, % at 6.8 µM; actives 1.4% (n = 370,000); AID 652067, 2013;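 active = activation above the mean of all tested compounds plus 3 SD, cut at about 5.5% in these data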;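 also: 100% = response to 3 µM Δ7-dafachronic acid high control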
DAX1 inh-1: DAX1 (NR0B1) inhibitors on StAR promoter, primary screen, cell-based, luminescence, SF-1 (NR5A1), full-length DAX-1; inhibition, % at 6.8 µM; actives 1.1% (n = 370,000); AID 652010, 2013; HEK293T StAR-luciferase reporter, SF-1/DAX-1 repression relief;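 active = inhibition above the mean over all tested compounds plus 3 SD, cut at about 3.6% in these data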;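 also: 0% = DAX-1 cells with DMSO and 100% = cells lacking DAX-1 with DMSO; higher inhibition means more luminescence from relief of DAX-1 repression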
ADAM10 inh: human ADAM10 inhibitors, primary screen, biochemical, QFRET, HTS | Disintegrin and metalloproteinase domain-containing protein 10 (Homo sapiens), O14672 | recombinant ADAM10, EDANS/DABCYL FRET peptide cleavage, 3 h | inhibition, % at 7 µM | actives 0.62% (n = 370,000) | AID 720582, 2013;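 active = inhibition above a per-campaign cutoff equal to the mean of compounds falling between control-based bounds plus 3 SD, cut at about 20% in these data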;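 also: 0% = DMSO wells while the 100% control is not disclosed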
Target sequence (O14672 214-748 limits assumed): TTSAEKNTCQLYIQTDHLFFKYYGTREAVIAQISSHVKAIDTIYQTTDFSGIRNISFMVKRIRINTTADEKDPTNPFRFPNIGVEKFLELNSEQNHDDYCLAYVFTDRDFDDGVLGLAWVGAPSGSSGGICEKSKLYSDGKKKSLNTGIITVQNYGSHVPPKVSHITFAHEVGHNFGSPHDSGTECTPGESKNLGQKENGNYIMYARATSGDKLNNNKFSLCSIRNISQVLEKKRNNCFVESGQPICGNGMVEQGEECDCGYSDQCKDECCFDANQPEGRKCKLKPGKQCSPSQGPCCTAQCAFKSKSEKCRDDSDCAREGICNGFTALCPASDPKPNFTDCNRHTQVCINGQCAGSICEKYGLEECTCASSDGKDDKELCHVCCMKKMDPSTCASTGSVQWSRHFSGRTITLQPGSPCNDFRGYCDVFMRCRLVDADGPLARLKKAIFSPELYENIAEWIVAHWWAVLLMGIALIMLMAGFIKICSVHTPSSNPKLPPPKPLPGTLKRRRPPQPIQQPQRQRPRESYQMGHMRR
ssDAF12 agonist: S. stercoralis DAF-12 nuclear receptor activators, primary screen, cell-based, luminescence, HEK293, GRIP1 co-expression, lit1-tk-luc; Nuclear hormone receptor DAF-12 (Strongyloides stercoralis); HEK293 ssDAF-12/GRIP1 lit1-tk-luc reporter; % of 3 µM dafachronic acid response; activation, % at 6.8 µM; actives 1% (n = 370,000); AID 652126, 2013;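 active = activation above the mean over all tested compounds plus 3 SD, cut at about 0.9% in these data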;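 also: 0% = DMSO-only wells and 100% = 3 µM delta7-dafachronic acid wells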
SMARCA2 act: SMARCA2 (BRM) function activators, primary screen, cell-based, luminescence, high throughput | MG213 cells, MMTV-luciferase reporter, dexamethasone, overnight | activation, % at 9.1 µM | actives 1% (n = 370,000); in the data active = activation above about 7.8%;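 also: 0% = vehicle wells and 100% = reference activator wells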
GC-A act: GC-A stimulated cGMP production enhancers – HEK293 GC-A cells, cGMP TR-FRET, EC30 ANP, primary screen. Atrial natriuretic peptide receptor 1 (Homo sapiens), P16066. 0% at EC30 ANP, 100% saturating ANP. activation, % at 10 µM. actives 0.14% (n = 370,000). AID 1671463, 2021; in the data active = activation above about 40%
DAX1 inh-2: DAX1 (NR0B1) inhibitors, primary screen, cell-based, HEK293, Gal4-DAX1, luciferase luminescence; Nuclear receptor subfamily 0 group B member 1 (Homo sapiens), P51843; HEK293 Gal4-DAX1 luciferase reporter; inhibition, % at 6.75 µM; actives 0.99% (n = 340,000); AID 504766, 2011;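 active = inhibition above the mean over all tested compounds plus 3 SD, cut at about 4.2% in these data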;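 also: 0% = DAX1-transfected cells with DMSO and 100% = empty-vector control cells with DMSO; inhibition shows as a rise in luminescence from relieved DAX1 repression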
GC-B act: human GC-B receptor activators, primary screen, HEK293 GC-B cells, cGMP TR-FRET, EC30 CNP | Atrial natriuretic peptide receptor 2 (Homo sapiens), P20594 | 0% at EC30 CNP, 100% saturating CNP | activation, % at 10 µM | actives 0.11% (n = 370,000);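 active = activation at 10 µM reaching about 35% in either raw or pattern-adjusted values, limit read from the data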
Numbers without * were called inactive; x = no result given; & = joins results of further samples.

SMILES | GAA850 FXN act | hgDAF-12 ag | HGIII-sPLA2 inh | hcDAF-12 act | DAX1 inh-1 | ADAM10 inh | ssDAF12 agonist | SMARCA2 act | GC-A act | DAX1 inh-2 | GC-B act
CCOC(=O)c1nc(NCc2ccccc2)c2ccccc2n1 | -0.5 | -1.2 | 1 | -1.8 | -1.3 | 1 | -1.4 | 6 | 5 | 0.2 | 13
CCS(=O)(=O)c1nc(S(=O)(=O)c2ccc(Cl)cc2)c(NCCOC)s1 | -1.6 | -1.4 | 0 | -1.3 | -0.1 | -3 | -0.2 | -1 | 2 | -0.5 | -1
Brc1ccc(C2NCCS2)cc1 (centres undefined) | 0.9 | -1.7 | 4 | -1.0 | -0.2 | 8 | -1.9 | 0 | 5 | 0.6 | -4
CC(=O)c1sc(NC(=O)c2cccc(N3C(=O)CCC3=O)c2)nc1-c1ccccc1 | 0.3 | 1.6 | -3 | -0.3 | -0.8 | -8 | -1.0 | -1 | 32 | -0.4 | -6
COc1ccc(-c2oc3c(c2C#CC(C)(C)O)C(OCCO)CC3)cc1 (centres undefined) | x | 3.7 | -23 | -0.2 | -2.6 | -92 | -0.9 | 7 | 1 | x | 0
Cc1nn(-c2ccccc2)c2c1CC(=O)Nc1ccccc1-2 | -3.3 | -5.2 | -4 | -0.6 | -0.7 | 2 | -1.1 | 2 | -10 | 1.9 | -5
O=C(CN1C(=O)CCC1=O)NC(=O)NC1CCCC1 | 2.4 | 0.6 | 8 | -0.2 | 0.7 | -10 | -0.1 | -1 | 0 | 4.6* | 2
Cc1ccc(C)c(N2N=C(C(=O)Nc3ccc(N4CCOCC4)cc3)CCC2=O)c1 | 2.1 | -1.1 | -3 | 0.1 | 1.5 | 1 | -1.3 | -5 | 0 | -1.3 | -3
O=c1c2ccccc2c2ccccc2c(=O)n1Cc1ccco1 | 0.2 | -0.7 | 3 | 1.1 | 0.7 | 3 | -0.9 | -1 | 3 | -0.2 | 4
COC(=O)c1c(NC(=O)C(C)(C)C)sc2c1CCN(Cc1ccccc1)C2 | 0.8 | 0.0 | -3 | -3.4 | -1.5 | -6 | -1.1 | -1 | 3 | 0.0 | 0
CC1CCN(C2CC(=O)N(c3ccc(Br)cc3Br)C2=O)CC1 (centres undefined) | -0.7 | -1.3 | -1 | 1.7 | -0.5 | 1 | -0.5 | 6 | -2 | 1.5 | 4
O=C(CSc1nc2ncccc2[nH]1)N1CCOCC1 | x | 2.7 | 2 | -2.5 | 1.6 | -11 | -0.8 | -1 | 2 | x | -2

Copied from the list.
CCS(=O)(=O)c1nc(S(=O)(=O)c2ccc(Cl)cc2)c(NCCOC)s1 @ GC-B act = -1
O=C(CN1C(=O)CCC1=O)NC(=O)NC1CCCC1 @ DAX1 inh-1 = 0.7
Brc1ccc(C2NCCS2)cc1 (centres undefined) @ DAX1 inh-2 = 0.6

2 entries from above, comma-delimited.
smiles,GAA850 FXN act,hgDAF-12 ag,HGIII-sPLA2 inh,hcDAF-12 act,DAX1 inh-1,ADAM10 inh,ssDAF12 agonist,SMARCA2 act,GC-A act,DAX1 inh-2,GC-B act
Brc1ccc(C2NCCS2)cc1 (centres undefined),0.9,-1.7,4,-1.0,-0.2,8,-1.9,0,5,0.6,-4
CC1CCN(C2CC(=O)N(c3ccc(Br)cc3Br)C2=O)CC1 (centres undefined),-0.7,-1.3,-1,1.7,-0.5,1,-0.5,6,-2,1.5,4

Printed as active in DAX1 inh-2, among the entries above:
SMILES | GAA850 FXN act | HGIII-sPLA2 inh | hcDAF-12 act | DAX1 inh-1 | ADAM10 inh | ssDAF12 agonist | SMARCA2 act | GC-A act | DAX1 inh-2 | GC-B act
O=C(CN1C(=O)CCC1=O)NC(=O)NC1CCCC1 | 2.4 | 8 | -0.2 | 0.7 | -10 | -0.1 | -1 | 0 | 4.6* | 2

The results go on:
SMILES | GAA850 FXN act | hgDAF-12 ag | HGIII-sPLA2 inh | hcDAF-12 act | DAX1 inh-1 | ADAM10 inh | ssDAF12 agonist | SMARCA2 act | GC-A act | DAX1 inh-2 | GC-B act
O=C(Nc1cccc(-c2nc3ccccc3s2)c1)C1=COCCO1 | 4.1 | 2.2 | -51 | 0.5 | 0.8 | 5 | -1.4 | 2 | 4 | -1.3 | -8
CC(=O)C1=C(O)C(=O)N(c2nccs2)C1c1ccc(Br)cc1 (centres undefined) | 1.9 | 2.0 | -6 | 2.2 | 1.2 | -39 | 0.4 | 0 | 6 | 1.5 | 6
CCn1c(=S)sc2c(=O)[nH]c(SCC(=O)Nc3cc(OC)ccc3OC)nc21 | -0.2 | 0.5 | -35 | 1.6 | 0.1 | 10 | -0.5 | -3 | -3 | -0.1 | -1
Cn1c(=O)n(Cc2ccccc2)c(=O)c2c1nc(NCC1CCCO1)n2Cc1ccccc1 (centres undefined) | -0.4 | -3.6 | -3 | -1.9 | -0.2 | -6 | -1.0 | -4 | 49* | 0.1 | 57*
O=C(NCCO)C1(c2ccccc2)CCCC1 | -0.1 | 1.1 | 4 | -0.2 | -0.1 | 3 | -0.2 | 1 | 2 | 0.6 | -3
CCc1cc2c(=O)oc(-c3ccc(Br)cc3)nc2s1 | 1.8 | 0.0 | 5 | 0.5 | 0.3 | -3 | -0.9 | -2 | -15 | 0.6 | -9
Cc1nn(-c2ccccc2)c(N2CCCC2)c1/C=N/Nc1ccc(S(=O)(=O)Nc2ccccc2)cc1[N+](=O)[O-] | -1.6 | -1.0 | 4 | 2.2 | -0.4 | 5 | -1.2 | 2 | -2 | -0.3 | 4
CN1C(=O)CSc2ccc(NC(=O)NCc3cccnc3)cc21 | 3.8 | -2.0 | 0 | 1.1 | -0.3 | -8 | -0.7 | -3 | -1 | -0.4 | 0
CN(C)CCCN1C(=O)c2oc3ccccc3c(=O)c2C1c1cccs1 (centres undefined) | -0.4 | -0.3 | 1 | -0.6 | 0.3 | -25 | -0.7 | 2 | -1 | 0.1 | -2
CCOc1cccc(CN2CCC(Oc3ccc(C(=O)NCc4ccccn4)cc3)CC2)c1 | -2.6 | -1.3 | -11 | -2.8 | -0.1 | -2 | -1.0 | 1 | -1 | -0.2 | 1
NS(=O)(=O)c1ccc(CCNC(=O)C(=O)NCC2OCCN2S(=O)(=O)c2cc(F)ccc2F)cc1 (centres undefined) | -0.5 | 1.0 | 6 | -0.6 | -0.1 | -6 | -1.1 | -1 | 1 | 0.7 | -1
COCC(=O)Nc1nnc(Cc2ccc(OC)cc2)s1 | 0.3 | -0.5 | 6 | -1.1 | 1.2 | 2 | -0.3 | 0 | 7 | 1.0 | -4
NS(=O)(=O)c1ccc(CCNC(=O)CN2C(=O)NC(c3ccccc3)(c3ccccc3)C2=O)cc1 | -0.3 | -3.5 | -20 | 0.3 | -0.6 | 4 | -0.9 | 5 | -3 | 2.5 | 0
c1cncc(CNc2ncnc3sc4c(c23)CCCC4)c1 | 1.8 | 1.6 | 2 | -1.2 | 0.5 | 3 | -2.1 | -1 | 6 | -0.3 | 14
CCOCC(=O)Nc1nc(-c2ccccc2)c(CC)s1 | 1.3 | -2.2 | 2 | -2.7 | -0.3 | -11 | 0.3 | -2 | 4 | -1.1 | 0
Cc1ccc(O)c([C@H](CCN(C(C)C)C(C)C)c2ccccc2)c1 | -2.4&-2.3 | 0.8&-1.8&1.1 | 7&1&0 | 0.8&-0.7&-1.2 | 0.7&0.2&1.4 | 3&0&0 | 0.0&-1.1&-1.9 | 5&2&2 | -27&-26&-23 | -0.8&2.0 | -18&-17&-20
COC(=O)COc1cccc(NC(=O)c2cccc(C)c2)c1 | 2.5 | -2.8 | -2 | -0.2 | -0.1 | 0 | -1.9 | 1 | -1 | 0.1 | 3
Cc1ccc(CN2C(=O)CSC2c2ccc(F)cc2)cc1 (centres undefined) | 1.0 | -2.0 | -3 | -1.8 | 0.5 | 5 | -1.3 | -2 | -4 | -0.5 | 6
C/C(=N\NC(=O)C1CC1)c1ccccc1Br | 0.4 | -2.0 | 6 | -0.5 | -1.0 | -4 | -1.1 | -3 | 3 | 2.4 | 2
COc1ccc(N(CC(=O)NCc2ccco2)S(=O)(=O)c2c(C)nn(C)c2C)cc1 | 0.9 | -2.5 | 9 | -1.6 | 0.7 | -6 | -0.9 | 4 | 4 | 0.1 | 6
COc1cc(SC)ccc1C(=O)NCCCn1ccnc1 | -0.8 | 0.8 | -3 | 0.3 | 0.2 | 4 | -1.2 | -1 | -2 | 0.1 | -1
COc1ccc(C(=O)N2CCCC(c3cc(C(=O)NCc4cccnc4)no3)C2)cc1 (centres undefined) | -1.1 | -0.9 | 7 | 0.8 | -1.1 | -5 | -1.6 | -2 | 0 | x | 2
CC(C)=CC1C(C(=O)Nc2ccc(S(=O)(=O)N3CCOCC3)cc2)C1(C)C (centres undefined) | 2.5 | 1.5 | -8 | -2.4 | -2.3 | 9 | -1.6 | 0 | -1 | -2.1 | 0
COC(=O)[C@]12C[C@H](CC(=O)N3CCSCC3)C(=O)N(Cc3ccco3)C1=C[C@H](COCc1ccccc1)O[C@@H]2C | x | -0.3 | 2 | -0.6 | 0.1 | 8 | -0.5 | 1 | -3 | x | 6
COc1ccc(COc2ccsc2C(=O)Nc2ccc(Cl)c(Cl)c2)cc1 | -1.8 | 2.0 | 7 | -0.1 | -0.4 | 1 | -0.4 | 11* | 0 | 0.8 | -9
Cc1cccc(OCC(=O)Nc2ccc3nc(C)sc3c2)c1 | -0.7 | 1.4 | -6 | -1.3 | 0.2 | -3 | -0.9 | -1 | 3 | 1.1 | -3
CN(CC(=O)Nc1ccccc1Cl)C(=O)c1ccc(N2C(=O)CCC2=O)cc1 | 1.6 | -0.6 | 2 | -0.6 | 0.9 | -4 | -1.4 | -2 | 0 | -0.1 | 5
O=C(NCc1ccccc1)C1C(c2ccccc2)=Nc2ccccc2N1C(=O)c1cnccn1 (centres undefined) | x | 8.4 | -2 | 1.8 | 1.1 | -17 | -1.0 | -3 | -5 | x | -3
COc1cccc(C(=O)Cn2c(NCCO)nc3ccccc32)c1 | 0.2 | -0.4 | -18 | -0.2 | 0.0 | 4 | -0.9 | 1 | 0 | -0.6 | 9
